# Screening data from PubChem BioAssay.
# CAL PDZ FP-1 – CAL PDZ (human) peptide binding inhibition; purified CAL PDZ, TMR-peptide fluorescence polarization, 1 h; inhibition, % at 24.9 µM; actives 0.92% (n = 300,000); AID 602252;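 active means mean inhibition of at least 30% with at least half of replicates also reaching 30%; inconclusive means no clear call, values can overlap the other calls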;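 further: 0% = DMSO neutral control and 100% = excess unlabeled competitor peptide PRC23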
# PfHsp90 yeast 2 – inhibits growth of yeast expressing Plasmodium falciparum Hsp90; S. cerevisiae expressing PfHsp90, BacTiter-Glo ATP, 48 h; yeast lacking PDR1 and PDR3 efflux regulators; inhibition, % at 9.4 µM; actives 0.32% (n = 310,000);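 active means every replicate shows inhibition above about 80%, whatever the replicate mean, limit read from the data; inconclusive means mean inhibition reaches the set limit but some replicate falls short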;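 further: 0% = DMSO neutral controls and 100% = 20 µM radicicol positive controls; yeast relying on Plasmodium falciparum Hsp90 in place of its own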
# NSD2 inh – NSD2 (human) methyltransferase inhibition; O96028; NSD2 peptide methylation, AlphaScreen, 120 min; inhibition, % at 12.5 µM; actives 0.54% (n = 310,000); AID 743445; in the data active means inhibition above about 50%
# PvdQ inh – P. aeruginosa PvdQ acylase inhibition; purified PvdQ acylase, fluorescence plate reader; inhibition, % at 10 µM; actives 0.063% (n = 340,000); AID 488965; in the data active means inhibition above about 30%, passing the limit was not always enough; inconclusive means no clear call, values can overlap the other calls;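 further: 0% = vehicle neutral wells and 100% = reference inhibitor wells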
# SR-BI uptake up – enhances SR-BI lipid uptake from DiI-HDL; CHO ldlA[mSR-BI] cells, DiI-HDL uptake fluorescence, 3 h; 100 = double the neutral-control signal; activation, % at 12.5 µM; actives 0.096% (n = 320,000); AID 504775;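 active means mean replicate activation of at least 60% and every replicate at or above 60%; inconclusive means mean or all-replicate condition met, but not both; inactive means mean below 60% and not all replicates reaching 60%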;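 further: 0% = median plate neutral-control signal and 100% = twice that signal; values of inactives mirror those of a sister screen read the other way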
#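 Test system: SR-BI-overexpressing, LDLR-lacking CHO cells; Medium: Ham's F12 with 0.5% BSA, HEPES 25 mM, pH 7.4; Schedule: 3 h, 37 °C; Technique: bottom-read fluorescence, 550/595 nm.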
# dFosB act – activators of mouse delta FosB homodimer; P13346; purified delta FosB, TAMRA-CDK5 oligo fluorescence polarization; percent of positive-control signal above neutral wells; activation, % at 25 µM; actives 0.99% (n = 340,000);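 active means mean activation above about 17%, with every replicate also reaching it, limit read from the data, passing the limit was not always enough; inconclusive means only one of the two conditions met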;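 further: fluorescence polarization rise as delta FosB binds a TAMRA Cdk5 AP-1 oligo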
# Target sequence (P13346 whole entry, looked up): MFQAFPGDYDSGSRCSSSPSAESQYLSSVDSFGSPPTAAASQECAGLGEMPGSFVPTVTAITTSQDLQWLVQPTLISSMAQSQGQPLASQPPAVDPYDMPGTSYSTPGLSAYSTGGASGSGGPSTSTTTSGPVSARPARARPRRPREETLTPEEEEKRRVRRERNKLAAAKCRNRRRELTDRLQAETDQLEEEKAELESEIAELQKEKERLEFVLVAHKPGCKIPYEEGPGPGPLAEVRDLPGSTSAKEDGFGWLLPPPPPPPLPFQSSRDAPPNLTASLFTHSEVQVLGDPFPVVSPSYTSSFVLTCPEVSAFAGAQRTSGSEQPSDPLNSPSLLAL
# SR-BI DiI inh – mouse SR-BI HDL lipid transfer inhibition; ldlA[mSR-BI] CHO cells, DiI-HDL uptake fluorescence, 3 h; inhibition, % at 12.5 µM; actives 0.96% (n = 320,000); AID 488896;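 active means mean replicate inhibition of at least 70% and a set share of replicates each scoring 70 or more; inconclusive means meets just one of the two criteria; inactive means fails both criteria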;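 further: 0% = median of neutral control wells and 100% = median of positive control wells; values of inactives mirror those of a sister screen read the other way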
# Target sequence (Q61009 whole entry, looked up): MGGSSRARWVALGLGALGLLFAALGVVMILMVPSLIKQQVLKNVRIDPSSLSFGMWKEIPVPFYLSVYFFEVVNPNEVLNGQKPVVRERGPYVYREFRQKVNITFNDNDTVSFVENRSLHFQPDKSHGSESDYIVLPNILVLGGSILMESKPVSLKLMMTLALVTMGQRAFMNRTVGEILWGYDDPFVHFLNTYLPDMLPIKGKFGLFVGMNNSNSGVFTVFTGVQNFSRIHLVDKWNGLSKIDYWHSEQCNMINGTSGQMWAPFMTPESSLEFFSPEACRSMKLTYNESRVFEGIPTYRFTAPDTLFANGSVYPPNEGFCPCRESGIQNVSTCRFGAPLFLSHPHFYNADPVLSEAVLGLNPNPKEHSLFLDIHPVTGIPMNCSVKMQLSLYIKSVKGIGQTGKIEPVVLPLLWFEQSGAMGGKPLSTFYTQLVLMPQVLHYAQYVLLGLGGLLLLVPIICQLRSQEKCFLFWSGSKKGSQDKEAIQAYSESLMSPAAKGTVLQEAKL
# Rtt109 HAT inh – blocks Candida albicans Rtt109/Vps75 acetyltransferase activity | Q5AAJ8 | purified Rtt109/Vps75, ThioGlo CoA-SH fluorescence, 4 h | inhibition, % at 34.9 µM | actives 0.16% (n = 330,000) | AID 540336;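 active means inhibition of at least 50% in every replicate; inconclusive means best replicate reaches 50% inhibition but some replicates fall short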
# CAL PDZ FP-2 – inhibitors of human CAL PDZ peptide binding; Q9HD26; purified CAL PDZ, TMR-peptide fluorescence polarization, 1 h; inhibition, % at 20 µM; actives 0.02% (n = 330,000); AID 504414;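 active means highest replicate inhibition of at least 40%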;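 further: plate controls were DMSO neutral control wells for no effect and unlabeled competitor peptide control wells for full effect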
#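 System: tagged CAL PDZ domain. Schedule: 1 h room-temperature incubation prior to read. Signal: fluorescence polarization (mP). Measure: percent inhibition from loss of millipolarization.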
# MITF TRPM1 HTS – increases MITF-driven TRPM1 promoter luciferase signal; SK-MEL-5 TRPM1-promoter luciferase, 24 h; % of positive control, neutral wells = 0; activation, % at 12.5 µM; actives 0.75% (n = 300,000); AID 588334;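 active means mean activation of at least 80% with every replicate also reaching 80%; inconclusive means mean reaches 80% but some replicate falls short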;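 further: 0% = neutral control wells and 100% = parthenolide positive control wells; values of inactives mirror those of a sister screen read the other way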
# An asterisk follows results filed as active; u = inconclusive; x = not tested or not shown. Outcome played no part in choosing rows. Share with any hit: about 4.3%.
CAL PDZ FP-1	PfHsp90 yeast 2	NSD2 inh	PvdQ inh	SR-BI uptake up	dFosB act	SR-BI DiI inh	Rtt109 HAT inh	CAL PDZ FP-2	MITF TRPM1 HTS	molecule
x	-6	-1	-13	11	4	-11	7	-1.9	20	Clc1ccc(CSc2nnc(-c3ccncc3)s2)cc1
x	11	2	-6	1	-1	-1	2	-0.7	x	CC(C)NCC(=O)Nc1c2c(nc3ccccc13)CCC2
-3	13	-4	-12	9	-4	-9	-1	-3.9	-7	COc1ccc(C(=O)Nc2cc(C(F)(F)F)ccc2-n2cnc3ccccc32)cc1
-4	-26	-3	-8	3	3	-3	-11	-0.3	12	O=C(Nc1ccccc1)c1ccccc1C(=O)N1CCCCC1
-5	8	-1	19	2	-4	-2	1	-0.2	-2	COc1ccc(C(=O)OCC(=O)NC2CCCCCC2)cc1OC
-2	-44	x	-12	-35	-8	35	-2	-1.1	-17	CC(C)N(C(=O)[C@H]1C[C@H](CC(=O)NCC23CC4CC(CC(C4)C2)C3)C(=O)N2CCc3c([nH]c4ccc(Cl)cc34)[C@]12C)C(C)C
-8	-19	x	-12	-39	-17	39	1	0.9	-3	COc1ccc(-c2c(-c3cc(OC)cc(OC)c3)n(C)c3ccc(-c4ccc(OC)nc4)cc23)cc1
x	-1	-2	-7	10	-5	-10	5	-1.3	-1	O=C(CN1C(=O)c2ccccc2C1=O)OCCOCCN=C1NS(=O)(=O)c2ccccc21
2	-5	x	-6	x	-10	x	-22	-1.3	-7	CCOC(=O)C1CCN(S(=O)(=O)c2ccc3c4c(cccc24)C(=O)N3)CC1
1	22	-2	-8	6	-7	-6	0	-0.3	3	O=C1c2ccccc2C(=O)N1CCSc1nc2ccccc2c(=O)n1CCCN1CCOCC1
2	-14	0	-21	x	-3	x	2	-0.4	-6	O=C(C1CCN(S(=O)(=O)c2cccnc2)CC1)N1CCN(c2ccc(Cl)cc2)CC1
-1	-27	-1	-18	-34	9	34	0	-1.5	3	COc1ccccc1NS(=O)(=O)c1cc(NC(=O)c2cccc(S(=O)(=O)N(C)C)c2)ccc1N1CCOCC1
-3	u	5	-1	1	-2	-1	5	-0.6	8	CCC(OC(=O)c1cccs1)C(=O)NCc1ccco1 (stereo unspecified)
-4	-14	2	-2	14	3	-14	2	-3.7	-4	CC(C)NC(=O)c1ccccc1NC(=O)Cc1ccc(Cl)cc1
-4	-1	-3	-9	4	-5	-4	7	-1.8	10	CCCCN(C(=O)CC1CCCC1)c1c(N)n(CCC)c(=O)[nH]c1=O
-2	7	x	-14	-3	-13	3	43	-3.3	-6	CCCS(=O)(=O)N1CCN(Cc2ccc(OCc3ccccc3)c(OC)c2)CC1

# 3 entries from above, arranged by their value in PfHsp90 yeast 2, descending.
molecule	PfHsp90 yeast 2
O=C1c2ccccc2C(=O)N1CCSc1nc2ccccc2c(=O)n1CCCN1CCOCC1	22
CCOC(=O)C1CCN(S(=O)(=O)c2ccc3c4c(cccc24)C(=O)N3)CC1	-5
CC(C)NC(=O)c1ccccc1NC(=O)Cc1ccc(Cl)cc1	-14

# (list continues)
CAL PDZ FP-1	PfHsp90 yeast 2	NSD2 inh	PvdQ inh	SR-BI uptake up	dFosB act	SR-BI DiI inh	Rtt109 HAT inh	CAL PDZ FP-2	MITF TRPM1 HTS	molecule
-1	10	3	4	-42	-5	42	13	-1.0	-5	CCCC(C)NC(=O)c1nc(-c2ccccc2)n(-c2ccccc2)n1 (stereo unspecified)
x	9	1	-11	8	0	-8	1	-0.2	-5	c1ccc(Cc2cc[n+](Cc3ccccn3)cc2)cc1
-5	0	x	-1	-20	-4	20	6	0.2	50	COc1ccc(C(=O)c2c3ccc(OC)cc3[n+]([O-])n2Cc2ccc(C(N)=O)cc2)cc1
2	22	1	-5	28	-3	-28	-4	-4.0	0	Cc1c(C)[n+](=O)c(-c2cccs2)c(C)n1[O-]
-4	-27	0	-4	17	-3	-17	3	0.4	-18	O=C1C=C(N2CCN(C(=O)c3ccccc3)CC2)C2(CCCCC2)O1
3	13	-2	-6	29	-3	-29	3	0.3	-1	Cn1c(=O)c2c(nc(C(O)c3ccccc3)n2C)n(C)c1=O (stereo unspecified)
x	-23	x	-15	16	4	-16	-13	-1.0	35	O=C(Nc1ccccc1Cl)c1cccs1
-1	-9	0	-14	19	-7	-19	-1	-1.7	2	CC(C)(Oc1ccc(Cl)cc1)C(=O)Nc1cccnc1
x	-25	1	-10	-28	-10	28	-1	-0.6	3	Cc1ccc(OCCN(C)C(=O)C2CCC(=O)N(CC3CCCCC3)C2)cc1 (stereo unspecified)
3	-38	3	1	-43	-5	43	6	x	23	COc1ccc(C2=NOC(C(=O)N3CCCc4ccccc43)C2)cc1 (stereo unspecified)
-3	8	0	-16	3	-3	-3	-24	-3.0	5	Cc1cc(-c2ccc(C)c(S(=O)(=O)Nc3ccc(S(N)(=O)=O)cc3)c2)on1
-2	-4	1	-22	-15	2	15	7	-1.5	-7	Cc1nc(Oc2cccc(Cl)c2)c2oc3ccccc3c2n1
-4	-12	x	-5	1	-6	-1	-4	0.5	2	CCOC(=O)N1CCN(C(=O)CSc2nnc(COc3ccccc3)o2)CC1
-1	-2	-1	-1	-8	1	8	-5	-0.9	1	COc1ccc(C2CC(c3ccccc3)=NN2C(=O)CSc2ncccn2)cc1 (stereo unspecified)
-3	-7	x	0	-3	-9	3	5	-0.2	x	COc1ccccc1C(=O)Nc1nnc(S(=O)(=O)N2CCCCCC2)s1
1	5	0	-9	2	-8	-2	-3	0.4	2	CC(NC(=O)C(=O)NCc1cccs1)c1ccccc1 (stereo unspecified)
4	-28	11	-17	13	-1	-13	1	0.1	4	O=C1CN(C(=O)c2cccc([N+](=O)[O-])c2)CC(=O)N1
-1	-25	0	-3	-3	1	3	-9	-0.2	76	Clc1ccc(Nc2nc(-c3ccncc3)cs2)cc1
-5	-6	0	-6	-30	-8	30	-8	-1.9	-2	COCc1c(C(=O)N2CCc3ccccc32)oc2ccccc12
-4	23	x	-10	24	2	-24	1	0.0	x	CCN1CCN(c2nc3c(c(=O)[nH]c(=O)n3C)n2CCSc2nc3ccccc3s2)CC1
-1	8	-2	-3	-6	3	6	0	-1.0	10	Cc1ccc(C(=O)NCC2(c3ccccc3)CCCC2)cc1
-5	-75	-1	-11	-1	-6	1	-4	-0.3	x	Cc1ccc(S(=O)(=O)N2CCCCC2)cc1C(=O)N1C(C)CCCC1C (stereo unspecified)
-2	-1	0	-2	-15	-6	15	-1	-2.7	-5	CCOc1cccc(-c2c(C(=O)N/N=C(\C)c3cccs3)nnn2-c2nonc2N)c1
x	9	-2	-11	-21	2	21	6	-0.1	x	CCOC(=O)N1CCN(C(=O)Cc2ccsc2)CC1
-1	-4	x	-7	-48	6	48	0	-2.6	-7	COc1cc2c(-c3ccc4cc[nH]c4c3)c(-c3ccc(C#N)cc3)oc(=O)c2cc1OC
-4	30	1	-12	x	-2	x	-5	-3.4	-10	CC(=O)Nc1ccc(S(=O)(=O)Nc2ccc(Cc3ccncc3)cc2)cc1
-5	5	2	-11	14	-10	-14	-10	x	8	OCC1(CCc2ccccc2)CCN(Cc2ccc3nsnc3c2)CC1
-2	-1	1	4	39	0	-39	12	-1.5	13	C=CCSc1nnc2c(n1)OC(c1cccnc1)Nc1ccccc1-2 (stereo unspecified)
-3	-1	0	-17	11	2	-11	-31	x	53	CCCCNC(=O)c1ccc2c(c1)ncn2C1CCCC1
30*	-3	x	-8	3	-14	-3	6	-1.0	7	O=C(Cn1cc(COc2ccc3ccc(=O)oc3c2)nn1)c1ccc(O)cc1
x	-12	x	16	23	3	-23	1	-0.1	-9	Cc1ccc2c(c1)C(c1ccc(F)cc1)N(C(=O)C1CC1)CC(=O)N2 (stereo unspecified)
4	-4	0	-17	46	3	-46	-8	-1.0	-20	O=C(Nc1ccccc1F)c1c[nH]c(=O)[nH]c1=O
0	-14	10	-5	12	-7	-12	3	0.0	1	CCn1cc(C(=O)NCCCO)c(=O)c2cc(F)c(N3CCN(C)CC3)cc21
-4	-2	-1	-1	0	4	0	18	-0.5	0	C=CCn1c(-c2ccc(Cl)cc2)c[nH]c1=S
-5	0	x	-20	3	3	-3	-1	-0.9	9	CCCCC(CC)CNC(=O)C1CCCN(S(=O)(=O)c2cnc[nH]2)C1 (stereo unspecified)
1	18	-1	-7	14	-9	-14	-1	-0.3	-6	Cc1cc(C(=O)O)cc(S(=O)(=O)Nc2c(C)nn(C)c2C)c1C
-1	3	-3	-16	-6	0	6	1	-0.8	111*	O=C(CC(=O)c1ccccc1)Nc1ccc(Cl)cc1
x	-12	x	-21	-25	1	25	7	-3.1	-18	O=C(Nc1cc(Cl)ccc1-n1cncn1)c1cc(F)c(F)c(F)c1F
-5	-7	x	5	-36	-3	36	-3	0.6	25	COc1ccc(NC(=S)Nc2cc(C)ccn2)c(OC)c1
-4	8	1	-10	-11	-10	11	1	-0.1	-7	CCCn1cc(SCC(=O)Nc2cc(C)on2)c2ccccc21
-5	12	-1	-11	9	-16	-9	1	-3.4	5	O=C(CSCc1ccc(Cl)cc1)Nc1ccc(S(=O)(=O)N2CCOCC2)cc1
-4	-19	-2	-14	-8	-3	8	4	-26	-5	CC(=O)Nc1ccc(OCc2cccc3ccccc23)cc1
1	12	0	-3	-11	-6	11	1	-0.9	7	CNC(=O)c1ccc(NC(=O)c2cccc(C(F)(F)F)c2)cc1
x	8	-13	-6	-22	-17	22	-9	-1.2	7	COc1cccc(NC(=O)COc2ccc(C(=O)N3CCN(C)CC3)cc2)c1
-1	-24	1	-10	20	2	-20	-3	0.6	-14	O=C(COC(=O)c1ccccc1NC(=O)c1ccco1)NC1CCCCC1
-2	-1	-4	-14	12	-9	-12	3	-3.0	13	N#Cc1ccc(-c2ccccc2)nc1SCC(=O)c1cc2ccccc2oc1=O
2	-13	4	-3	5	-6	-5	-14	-2.6	8	O=[N+]([O-])c1cc(C(F)(F)F)ccc1Sc1ccc2ccccc2n1
7	18	-6	-5	x	-7	x	1	-1.3	-18	CCc1ccc(NC(=O)C2CCCN(S(=O)(=O)c3cccs3)C2)cc1 (stereo unspecified)
-5	-12	3	-8	7	-3	-7	16	-6.6	5	CCS(=O)(=O)c1nc(S(=O)(=O)c2ccc(C)cc2)c(NCCCN(C)C)s1
